# IL2 activator – qHTS of IL-2 Activators | actives 0.065% (n = 360,000) | activation, % (series mostly up to about 46 µM) | IL-2 activation reporter assay, cell-based qHTS; stimulated with anti-CD3/CD4/CD28 beads; in transgenic mouse T cells | AID 652025, 2013; in the data active = activation above about 50%; inconclusive = mostly about 30% to 49%; note: 0% is about no effect
#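 EGFP and DsRed fluorescence is measured by plate cytometry in unstimulated transgenic mouse T cells exposed to compound for 60 minutes, then stimulated 18 hours at 37 degrees C with anti-CD3/anti-CD4 beads plus anti-CD28.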
# EPAC1 antagonist – qHTS for Antagonist of cAMP-regulated guanine nucleotide exchange factor 3 (EPAC1): primary screen; Rap guanine nucleotide exchange factor 3 (Homo sapiens), O95398; EPAC1 GEF assay, Rap1b-BODIPY-GDP exchange fluorescence; Potency, µM (titrated, usually from 115 µM), for inactives: at the top dose activity change, negative = inhibition, actives largely listed as inhibitors; actives 0.14% (n = 360,000); AID 720709, 2013;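 note: potency is the fitted concentration of half-maximal effect; plate controls were vehicle for no effect and positive control for full effect; nearly all actives have a fitted effect of over 50% in size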
# HEK293 tox – qHTS of GLP-1 Receptor Inverse Agonists: Cytotox Screen. HEK293 cAMP-luciferase reporter cells, luminescence, 24 h. Potency, µM (doses to about 38.3 µM), inactives show at the top dose activity change, negative = inhibition, actives largely listed as inhibitors. actives 0.13% (n = 410,000);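 note: loss of luciferase light is scored as toxicity; potency is the fitted concentration of half-maximal effect; % is set by controls: 0 for no effect and ±100 for the full control effect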
#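 MLSMR compounds, 24 hr on cells at 37 deg C/5% CO2; luminescence after luciferase reagent (12 min RT). Inhibition counted as the undesired cytotoxic outcome.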
# PLK1 PBD inh – qHTS for Inhibitors of PLK1-PDB (polo-like kinase 1 - polo-box domain): Primary Screen | Serine/threonine-protein kinase PLK1 (Homo sapiens), P53350 | Plk1 PBD binding of FITC phosphopeptide, fluorescence polarization | Potency, µM, without a hit: max response, negative = inhibition, hits mostly inhibitors | actives 2.8% (n = 360,000) | AID 720504, 2013; note: potency is the fitted concentration of half-maximal effect; series mostly up to about 57 µM; % is set by controls: 0 for no effect and ±100 for the full control effect; nearly all actives have a fitted effect of over 65% in size
# GLP-1R agonist – qHTS of GLP-1 Receptor Agonists; Glucagon-like peptide 1 receptor (Homo sapiens), P43220; Potency, µM (titrated, usually from 45.6 µM), inactives show at the highest dose activation, usual class: activators; HEK293 GLP-1R CRE-luciferase, luminescence, 4-6 h; cells express a hypersensitive GLP-1R form; AID 624172, 2012; actives 0.007% (n = 380,000); note: potency is the fitted concentration of half-maximal effect; % of control where 0% means no effect
# Target sequence (P43220 whole entry, looked up): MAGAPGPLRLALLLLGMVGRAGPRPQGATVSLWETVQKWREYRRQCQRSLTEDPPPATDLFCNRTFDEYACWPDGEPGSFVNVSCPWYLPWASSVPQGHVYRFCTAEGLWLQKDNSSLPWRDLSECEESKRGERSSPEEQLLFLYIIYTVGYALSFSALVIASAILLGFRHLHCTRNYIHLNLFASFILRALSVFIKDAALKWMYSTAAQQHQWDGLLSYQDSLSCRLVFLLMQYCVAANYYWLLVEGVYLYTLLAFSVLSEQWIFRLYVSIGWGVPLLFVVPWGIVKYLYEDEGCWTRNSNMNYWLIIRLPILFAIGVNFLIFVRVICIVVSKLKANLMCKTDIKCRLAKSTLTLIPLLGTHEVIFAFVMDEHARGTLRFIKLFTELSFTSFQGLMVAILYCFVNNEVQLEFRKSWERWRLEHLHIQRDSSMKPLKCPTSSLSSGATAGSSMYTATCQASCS
# GLP1R inv ag – qHTS of GLP-1 Receptor Inverse Agonists (Inhibition Mode); Glucagon-like peptide 1 receptor (Homo sapiens), P43220; HEK293 GLP-1R CRE-luciferase, luminescence, 24 h; GLP-1R form is constitutively active; Potency, µM (doses to about 38.3 µM), inactives show top-dose activity change, negative = inhibition, most hits filed as inhibitors; actives 1.6% (n = 410,000); note: potency is the fitted concentration of half-maximal effect; % is set by controls: 0 for no effect and ±100 for the full control effect; nearly all actives have a fitted effect of over 55% in size
#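 Constitutively active GLP-1R drives a cAMP-responsive luciferase in stably transfected HEK293 cells; test compounds are added after overnight (12 h) attachment and left 24 hr, and signal loss in luminescence marks inhibition.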
# PTHR1 ag – qHTS for PTHR1 Agonists: Primary Screen; HEK293 GP2 PTHR1 cells, GloSensor cAMP luminescence, 1 h; Potency, µM (series often up to 115 µM), for inactives: top-dose activation, most hits filed as activators; actives 0.075% (n = 410,000); AID 743266, 2014; note: potency is the fitted concentration of half-maximal effect; nearly all actives have a fitted effect of over 55% in size; some results filed as inactive show a strong effect at the top dose; inactives centre near -15; many of its hits are not listed in these tables
#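 HEK-293-derived GP2 cells expressing PTHR1 and a GloSensor cAMP reporter, 3,000/well, plated overnight, given luciferin plus IBMX (each 0.5 mM as added) for 1 h at 37 °C, then compound for 1 h at 37 °C. Luminescence was read after 15 min at room temperature.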
# PI5P4Ka inh – qHTS for Inhibitors of phosphatidylinositol 5-phosphate 4-kinase (PI5P4K). PI5P4Kalpha enzyme, ADP-Glo luminescence, 60 min; hits give low values. max response, %. actives 1.2% (n = 330,000). AID 652105, 2013; active = max response of -50% or lower; inconclusive = between -30% and -50%; inactive = -30% or higher; note: value at the top dose of about 77 µM; % is set by controls: 0 for no effect and ±100 for the full control effect
# Target sequence (P48426 whole entry, looked up): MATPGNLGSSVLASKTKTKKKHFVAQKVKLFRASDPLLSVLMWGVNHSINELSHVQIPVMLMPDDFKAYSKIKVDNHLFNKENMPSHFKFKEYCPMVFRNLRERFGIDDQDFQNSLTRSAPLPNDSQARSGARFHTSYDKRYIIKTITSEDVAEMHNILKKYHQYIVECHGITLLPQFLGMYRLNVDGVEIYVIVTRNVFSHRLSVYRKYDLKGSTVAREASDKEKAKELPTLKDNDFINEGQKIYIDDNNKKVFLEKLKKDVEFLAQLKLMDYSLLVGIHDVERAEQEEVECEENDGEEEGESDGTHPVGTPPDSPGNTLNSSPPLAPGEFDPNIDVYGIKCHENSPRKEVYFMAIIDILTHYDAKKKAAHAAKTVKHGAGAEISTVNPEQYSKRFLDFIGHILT
#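 qHTS, 1536-well: enzyme/substrate mix, compound by pin tool, 5 microM ATP final; RT 60 min; ADP-Glo reagents 1 (45 min) then 2 (30 min); luminescence.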
# EPAC1 agonist – qHTS for Agonist of cAMP-regulated guanine nucleotide exchange factor 3 (EPAC1): primary screen; Rap guanine nucleotide exchange factor 3 (Homo sapiens), O95398; EPAC1 agonist qHTS, biochemical assay; response scale: 100% = response to 6.5 mM cAMP; Potency, µM (titrated, usually from 154 µM), without a hit: top-dose activation, usual class: activators; actives 0.073% (n = 360,000); note: potency is the fitted concentration of half-maximal effect; nearly all actives have a fitted effect of over 60% in size
#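 Nucleotide exchange assay: 100 nM EPAC1 with 250 nM Rap1B loaded with BODIPY-GDP and 50 uM GDP, room temperature. Fluorescence (480/540 nm) read every 5 min for 30 min; signal change normalized to 6.5 mM cAMP as full agonist.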
# * = called active by the depositor; i = inactive; ? = inconclusive; . = no result given; & = joins results of further samples; [ ] = dose if it differs, or a comment. Unless noted, calls come from the whole dose curve; as a rule, active = well fitted curve in the direction sought with a large enough effect; inconclusive = small, poorly fitted or top-dose-only effect, or another doubt; inactive = no such curve, though single readings can be large; an effect the other way counts as inactive or inconclusive. These rows are one share of the data (hit frequency here may not be typical).
SMILES,IL2 activator,EPAC1 antagonist,HEK293 tox,PLK1 PBD inh,GLP-1R agonist,GLP1R inv ag,PTHR1 ag,PI5P4Ka inh,EPAC1 agonist
COc1ccc(C)cc1NC(=O)c1ccc(N(C)S(C)(=O)=O)cc1,-1.4,0%,14%,-9%,4%,-18%,-5%[57.5 µM],0,-5%
COc1ccc(NC(=O)c2ccc3ccccc3n2)cc1S(=O)(=O)N1CCCCC1,-2.1,-18%,21%,-6%,8%,-13%,-8%,-10,9%
COc1ccccc1C(=O)NC(=O)Cn1nc(C)c([N+](=O)[O-])c1C,-0.4,-6%,-12%,1%,22%,-8%,-12%,-9,?
O=C(CN1C(=O)C2CCCCN2C(=O)c2ccccc21)N1CCCc2ccccc21 (stereo not given),1.3,6%,-5%,-1%,-2%,13%,i,2,-7%
COc1ccccc1CNC(=O)Cn1c(=O)c2cccn2c2cccnc21,-1.4,-14%,-7%,-15%,7%,8%,-21%,0,5%
CCOC(=O)C1(Cc2ccccc2)CCN(Cc2ccc(C)s2)CC1,-0.6,-14%,18%,-14%,9%,?,-2%,-6,3%
O=C1CC(=Nc2ccc([N+](=O)[O-])cc2)NN1c1c(Cl)cc(Cl)cc1Cl,-3.2,?,-15%,-29%,-2%,?,-4%,?,-6%
Cc1ccc(NC(=O)CSc2nc3c(c(=O)[nH]2)CCC3)cc1C,-0.2,2%,2%,-3%,0%,0%,-13%[57.5 µM],.,8%
CCOc1ccc(-c2nc(N)ncc2Oc2ccc(OC)cc2)c(O)c1,-2.2,?,12%,2%,?,-33%,i,10,14%
Cc1ccc(S(=O)(=O)NCC(=O)N2CCCCC2)cc1,-2.1,11%,2%,1%,-3%,3%,i,5,-10%
Cc1cccc(-n2nc3c([n+]2[O-])CCc2nonc2-3)c1C,-1.2,3%,-2%,-6%,0%,0%,i,2,3%
CCCCN(C1CCS(=O)(=O)C1)S(=O)(=O)c1ccc(C(C)C)cc1 (stereo not given),-3.7,18%,0%,-8%,5%,?,i,6,-5%
CCOc1ccc(NC(=O)C2CCN(S(=O)(=O)c3ccc4c(c3)NC(=O)C(C)S4)CC2)cc1 (stereo not given),-5.4,4%,-1%,0%,-2%,-16%,-53%[inhibitor],3,-11%
O=C(NC1CC1)C1CCN(c2ccc(S(=O)(=O)N3CCOCC3)cc2)CC1,-1.3,24%,3%,-10%,-2%,19%,-25%,.,1%
O=C(Cc1ccc(Cl)cc1)NCCN1CCCC1,0.0,4%,-2%,-1%,2%,-23%,-15%,4,-4%
O=C(c1ccccc1)N1N=C(c2ccccc2O)CC1c1ccc(Br)cc1 (stereo not given),0.3,-4%,-24%,0%,6%,10%,i,-1,-1%
CCn1ccc2cc(S(=O)(=O)N3CCCN(C(=O)Nc4ccccc4F)CC3)ccc21,.,.,-2%,.,4%,11%,i,.,.
CC(C)(C)C(=O)NC1=NCCS1,1.8,8%,2%,-1%,-1%,7%,-22%[57.5 µM],3,10%
Nc1ccc(-c2nc3ccc(C(=O)O)cc3s2)cc1,0.3,-2%,91%[activator],-9%,-16%,-91%,-38%[inhibitor],-22,-13%
COc1ccc(S(=O)(=O)N(Cc2ccccc2)c2ccccc2C(=O)N2CCOCC2)cc1,0.2,-2%,?,9%,3%,?,-7%,6,-11%
O=C(C1CCN(c2ncnc3c2nc2n3CCCCC2)CC1)N1CCN(c2ccc(F)cc2)CC1,0.0,-14%,-23%&-1%,-8%,-3%,?,-85%&-86%[inhibitor],4,-11%
COc1cccc(NC(=O)CSc2nc3c(oc4ccccc43)c(=O)[nH]2)c1,0.0,6%,-3%,-25%,2%,5%,-2%,-24,-3%
Cc1ccc(Cn2c(C)c(C(=O)NCC(C)C)sc2=O)cc1,0.6,-5%,0%,1%,-3%,5%,-60%[inhibitor],1,-6%
COc1ccc(NC(=O)C2CC(=O)N(c3cccc(C)c3C)C2)cc1 (stereo not given),-3.1,1%,1%,-7%,4%,-2%,i,-4,6%
CCc1ccc(C2CC(c3ccc(F)cc3)Nc3nc(N)nn32)cc1 (stereo not given),0.8,-22%,5%,-6%,5%,-1%,-16%,3,-9%
COc1ccccc1CNc1nc(NCc2cccc(OC)c2OC)c2sccc2n1,-0.8,13%,-19%,-6%,0%,?,-91%[inhibitor],.,4%
Cc1cc(C(=O)Cn2nc(C(=O)O)c3ccccc3c2=O)c(C)n1C1CC1,-1.0,-20%,-1%[7.66 µM],4%,0%,30%[7.66 µM],i,-1,2%
Nc1ccc(N2CCN(c3ccc(F)cc3)CC2)cc1,0.2,6%,-11%,-10%,18%,?,-18%,1,5%
Cc1cccc2c1-c1sc(C(=O)Nc3cccc([N+](=O)[O-])c3C)cc1CO2,-2.9,-20%,11%,-13%,11%,2%,-49%[inhibitor],3,1%
CCN(CC)S(=O)(=O)c1cc(C)c(C)cc1Br,-1.3,-9%,8%,-3%,2%,?,-24%,-1,-1%
COCC(C)NC(=O)CSc1nc(-c2ccccc2)c(-c2ccccc2)o1 (stereo not given),-1.4,1%,-14%,-7%,-4%,?,-7%,.,13%
COc1ccccc1-c1nnc(NC(=O)c2ccc(S(=O)(=O)N3CCOCC3)cc2)o1,1.2,-3%,-4%,-8%,0%,6%,-40%[inhibitor],-2,9%
COc1ccc(CNC(=O)CC[C@H]2O[C@@H](n3cc(C)c(=O)[nH]c3=O)C[C@@H]2O)cc1,-0.3,3%,3%,-8%,-1%,22%,-7%,-1,8%
COc1ccc(S(=O)(=O)NC2CCc3ccccc32)cc1OC (stereo not given),0.5,-7%,9%,1%,11%,17%,-11%,-4,-3%
C=CCn1c(N)c(C(=O)Nc2ccccc2OC)sc1=S,-2.0,-11%,0%,-5%,4%,-26%,-3%,.,9%
Cc1cc(C)cc(NC(=O)CN2C(=O)COc3ccc(S(=O)(=O)Nc4ccccc4)cc32)c1,.,.,-19%,.,-4%,?,-20%,.,.
O=C1CCc2cc(NS(=O)(=O)c3ccc(F)cc3)cc3c2N1CCC3,0.2,12%,4%,-1%,9%,26%,-16%,-5,4%
CCOc1ccc(NC(=O)CC(Cc2cc(C)cc(C)c2)C(=O)O)cc1 (stereo not given),-2.4,5%,2%,-2%,-2%,35%[activator],i,-5,5%
COc1ccc(NS(=O)(=O)c2cccc(C(=O)N3CCCC(C)C3)c2)cc1 (stereo not given),1.0,-23%,2%,-4%,16%,?,i,8,-1%
O=C(CCn1c(=O)oc2ccccc21)Nc1nccs1,-0.1,-9%,-26%,-4%,1%,3%,-12%[57.5 µM],1,7%
CCc1nnc2c(NCCc3ccc(OC)c(OC)c3)nc3ccccc3n12,-0.6,-18%,-7%&0%,27µM*,26%,61%&21%[activator],?,-18,9%
CCOC(=O)C1CCN(C(=O)CN2C(=O)c3cccnc3Oc3ccc(C)cc32)CC1,-1.5,-20%,0%,-10%,5%,6%,-25%,1,0%
COc1ccc(Nc2nc3ccccc3nc2C)cc1,0.1,5%,-5%,7%,12%,8%,-11%[57.5 µM],.,-3%
COc1ccc(-n2c(C)nnc2SCC(=O)Nc2ccccc2F)cc1,0.3,-5%,-6%,-1%,19%,9%,i,0,6%
NC(=O)c1nn(Cc2ccccc2)c(=O)c2ccccc12,-1.0,?,7%,-8%,23%,23%,-5%,-3,4%
Cc1c(C(=O)OCC(=O)N2CCC(C)CC2)oc2ccccc12,-0.9,-14%,6%,-2%,22%,?,-15%,-4,?

# By substructure: the compounds so far with fluorine.
SMILES,IL2 activator,EPAC1 antagonist,HEK293 tox,PLK1 PBD inh,GLP-1R agonist,GLP1R inv ag,PTHR1 ag,PI5P4Ka inh,EPAC1 agonist
CCn1ccc2cc(S(=O)(=O)N3CCCN(C(=O)Nc4ccccc4F)CC3)ccc21,.,.,-2%,.,4%,11%,i,.,.
O=C(C1CCN(c2ncnc3c2nc2n3CCCCC2)CC1)N1CCN(c2ccc(F)cc2)CC1,0.0,-14%,-23%&-1%,-8%,-3%,?,-85%&-86%[inhibitor],4,-11%
CCc1ccc(C2CC(c3ccc(F)cc3)Nc3nc(N)nn32)cc1 (stereo not given),0.8,-22%,5%,-6%,5%,-1%,-16%,3,-9%
Nc1ccc(N2CCN(c3ccc(F)cc3)CC2)cc1,0.2,6%,-11%,-10%,18%,?,-18%,1,5%
O=C1CCc2cc(NS(=O)(=O)c3ccc(F)cc3)cc3c2N1CCC3,0.2,12%,4%,-1%,9%,26%,-16%,-5,4%
COc1ccc(-n2c(C)nnc2SCC(=O)Nc2ccccc2F)cc1,0.3,-5%,-6%,-1%,19%,9%,i,0,6%

# Screening data from PubChem BioAssay.
